Screening results from PubChem.
A-T KAP1 phos: potential ataxia-telangiectasia treatment; actives 0.19% (n = 320,000); […] A-T fibroblasts, KAP-1 phosphorylation AlphaLISA; neocarzinostatin DNA damage 30 min before lysis; Potency, µM (titrated, usually from 57.5 µM), for the others: top-dose activation, actives largely listed as activators; note: potency is the fitted concentration of half-maximal effect; % of control where 0% means no effect; nearly all actives have a fitted effect of over 45% in size
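hTERT-immortalized A-T patient fibroblasts ([…]), 500 cells/well in OPTI-MEM, 1% FBS, got compounds for 60 min, then NCS for 30 min at 37C. Lysates were then assayed for phospho-KAP-1 by AlphaLISA (anti-pKAP1 donor, anti-KAP1 acceptor beads), 6 hr at 25C.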
KCNH2 WT inh: KCNH2 (human, wildtype) channel inhibition; U2OS, BacMam KCNH2, thallium flux FluxOr; hits give low values; Q12809; actives 0.37% (n = 340,000); AID 720551; activity change, % at 1.84 µM;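 active = maximum activity change below -70%; inconclusive = maximum activity change between -70% and -50%; inactive = maximum activity change above -50%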; note: % is set by controls: 0 for no effect and ±100 for the full control effect
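U2OS cells transduced with wild-type KCNH2 virus are loaded with FluxOr dye for 45 min, and thallium flux is measured in kinetic reads before and after stimulation buffer. Rate constants are normalized to DMSO controls.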
MLL CXXC-DNA inh: inhibitors of human MLL CXXC domain-DNA interaction; Potency, µM (series often up to 115 µM), without a hit: at the top dose activity change, negative = inhibition, hits mostly inhibitors; MLL-CXXC / FITC-HOXA9 DNA fluorescence polarization; actives 0.037% (n = 290,000); AID 2662; Q03164; active = well fitted inhibition curve with a large enough effect in the polarisation, with a control signal flat, not every such curve was filed as active; inconclusive = small, poorly fitted or top-dose-only effect, or effect the other way, or a change in a side signal; inactive = no such curve, though single readings can be large or run the other way; the % refers to the polarisation; note: potency is the fitted concentration of half-maximal effect
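Steps: dispense CXXC domain solution (7 uM) → pin compounds or unlabeled HOX-A9 DNA control → 5 min ambient → add FLSN-HOX-A9 solution (50 nM) → spin → 30 min ambient → fluorescence polarization. Tris pH 7.5/NaCl/DTT/BSA buffer.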
TRPV1 ag: agonists of human vanilloid receptor 1 (TRPV1); Q8NER1; TRPV1-expressing cells, Fluo-8 calcium influx, agonist mode; activation, % at 8.33 µM; actives 0.19% (n = 320,000); in the data active = activation above about 80%; inconclusive = between about 30% and that limit; note: 0% is about no effect
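Cells expressing TRPV1 were dye-loaded with Fluo-8 and read kinetically: 10 s baseline, 3 min after compound (agonist portion), then 2 min after EC20 capsaicin (allosteric enhancer portion). Calcium-bound dye fluorescence at 480/520 nm.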
a7 integrin act: activators of alpha7 integrin expression for muscular dystrophy | alpha7betagal myoblasts, beta-gal FDG fluorescence, 48 h | Potency, µM (top dose mostly 38.3 µM), inactives show at the highest dose activation, hits mostly activators | actives 0.064% (n = 350,000) | AID 624291;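 note: potency is the fitted concentration of half-maximal effect; 100% = response of the positive control SU9516; nearly all actives have a fitted effect of over 60% in size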
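alpha7betagal+/- myoblasts (passage 13, 250/well) treated 48 h at 37C with compounds at 1:260 dilution of DMSO stock. Lysed, then beta-galactosidase activity read as FDG fluorescence (ex 480/em 540) after 30 min, with pre-read for autofluorescence.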
ASM inhibitor: human S-ASM enzyme inhibition. P17405. placental ASM, HMU-PC fluorogenic substrate, 60 min. Potency, µM (top dose mostly 57.5 µM), for inactives: top-dose activity change, negative = inhibition, most hits filed as inhibitors. actives 0.006% (n = 340,000). AID 504937; note: potency is the fitted concentration of half-maximal effect
Target sequence (P17405 47-631 limits assumed): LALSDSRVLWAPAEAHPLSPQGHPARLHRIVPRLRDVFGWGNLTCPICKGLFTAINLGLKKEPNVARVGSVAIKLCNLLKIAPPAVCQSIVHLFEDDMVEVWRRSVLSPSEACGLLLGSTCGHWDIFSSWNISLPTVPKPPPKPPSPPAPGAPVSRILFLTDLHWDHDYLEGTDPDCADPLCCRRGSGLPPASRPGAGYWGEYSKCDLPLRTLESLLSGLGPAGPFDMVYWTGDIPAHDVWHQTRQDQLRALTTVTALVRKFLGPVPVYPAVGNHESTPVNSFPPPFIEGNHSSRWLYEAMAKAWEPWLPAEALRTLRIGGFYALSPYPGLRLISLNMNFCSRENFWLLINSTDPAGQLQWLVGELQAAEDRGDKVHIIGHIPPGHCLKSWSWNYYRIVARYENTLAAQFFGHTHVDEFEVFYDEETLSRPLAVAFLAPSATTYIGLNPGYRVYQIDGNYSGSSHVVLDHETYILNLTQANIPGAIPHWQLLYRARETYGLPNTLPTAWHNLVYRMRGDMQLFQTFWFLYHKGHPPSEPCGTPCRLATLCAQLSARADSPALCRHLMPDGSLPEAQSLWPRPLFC
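HMU-PC0 cleavage (9 uM final) by human placental ASM, 60 min at 37 °C following 10 min compound exposure at RT; stopped at pH 10, fluorescence Ex 386/Em 447 nm.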
GALK inhibitor: galactokinase (human) inhibition; P51570; Purified GALK, Kinase-Glo residual ATP luminescence; actives 0.007% (n = 270,000); Potency, µM (doses to about 57.5 µM), without a hit: at the highest dose activity change, negative = inhibition, actives largely listed as inhibitors; note: potency is the fitted concentration of half-maximal effect; % is set by controls: 0 for no effect and ±100 for the full control effect
Target sequence (P51570 whole entry, looked up): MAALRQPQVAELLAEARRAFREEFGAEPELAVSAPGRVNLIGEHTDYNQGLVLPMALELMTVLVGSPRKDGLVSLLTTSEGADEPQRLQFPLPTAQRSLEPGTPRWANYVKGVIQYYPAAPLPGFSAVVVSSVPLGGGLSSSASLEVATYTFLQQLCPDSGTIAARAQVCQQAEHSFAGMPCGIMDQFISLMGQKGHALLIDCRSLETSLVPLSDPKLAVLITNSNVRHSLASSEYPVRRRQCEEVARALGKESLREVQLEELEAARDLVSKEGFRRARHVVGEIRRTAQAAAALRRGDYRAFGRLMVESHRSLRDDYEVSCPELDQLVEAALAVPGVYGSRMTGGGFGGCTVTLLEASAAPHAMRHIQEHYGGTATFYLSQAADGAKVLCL
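Compounds were pin-transferred into ATP buffer (35 uM final), then GALK plus galactose (5 nM, 100 uM final) was added. After 1 h at room temperature, Kinase-Glo Plus was added and luminescence read after 10 min.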
MBNL1 CUG block: inhibitors of human MBNL1 binding to CUG repeat RNA; TR-FRET MBNL1-His/biotin-(CUG)12 binding, 665/545 ratio; actives 0.036% (n = 280,000); Q9NR56; Potency, µM (highest dose often 57.5 µM), for the others: at the highest dose activity change, negative = inhibition, hits mostly inhibitors; AID 2675; active = well fitted inhibition curve with a large enough effect in the signal ratio, with a control signal flat, not every such curve was filed as active; inconclusive = small, poorly fitted or top-dose-only effect, or effect the other way, or a change in a side signal; inactive = no such curve, though single readings can be large or run the other way; the % refers to the signal ratio; note: potency is the fitted concentration of half-maximal effect; % is set by controls: 0 for no effect and ±100 for the full control effect
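TR-FRET readout: Ex 340 nm, 665/545 nm emission ratio, normalized to buffer-only (basal) and MBNL1-(CUG)12 controls. Complex of MBNL1-His with Biotin-(CUG)12, compounds 92 nM–58 uM, incubated 60 min at room temperature.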
KCNH2 3.1 block: KCNH2 3.1 (human) potassium channel inhibition | activity change, % (tested at about 1.8 µM) | actives 0.95% (n = 340,000) | AID 720553 | U2OS KCNH2 3.1, thallium flux FluxOr; hits give low values;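 active = maximum activity change below -70%; inconclusive = maximum activity change from -70% to -50%; inactive = maximum activity change above -50%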;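 note: thallium influx rate constant from kinetic fluorescence after stimulation buffer; % is set by controls: 0 for no effect and ±100 for the full control effect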
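FluxOr-based Tl+ influx in U2OS cells transduced with KCNH2 3.1 virus; rate constants normalized to DMSO controls.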
Coupling enz: counter-screen for Giardia aldolase inhibitors: coupling enzyme system. coupling enzyme system counterscreen, AmpLite Red fluorescence. activity change, negative = inhibition, % at 58.2 µM, hits read low. actives 0.67% (n = 290,000). AID 2472; in the data active = activity change below about -30%; note: % is set by controls: 0 for no effect and ±100 for the full control effect
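Counterscreen of the coupled detection system alone, without aldolase: glyceraldehyde-3-phosphate coupling enzymes plus AmpLite Red readout. Compounds at 57.5 uM final, 10 min RT preincubation, 20 min RT reaction, fluorescence 525/598 nm.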
* marks the source's active call; other numbers are inactive results; i = inactive; ? = inconclusive; / = no result given; & = joins results of further samples; [ ] = remark or other dose. Unless noted, calls come from the whole dose curve; as a rule, active = well fitted curve in the direction sought with a large enough effect; inconclusive = small, poorly fitted or top-dose-only effect, or another doubt; inactive = no such curve, though single readings can be large; an effect the other way counts as inactive or inconclusive.

Value order – MBNL1 CUG block	a7 integrin act	A-T KAP1 phos	TRPV1 ag	MLL CXXC-DNA inh	KCNH2 3.1 block	Coupling enz	ASM inhibitor	GALK inhibitor	KCNH2 WT inh
- O=C1NC2(CCCCC2)N=C1c1ccc(F)cc1
→ 0%	5%	1%	10	-9%	-22	1	1%	-1%	-3
- Cc1ccccc1CS(=O)(=O)Cc1ccc(C(=O)NCc2ccccn2)o1
→ 12%	8%	-4%	-2	2%	7	1	9%	-1%	4
- O=C(c1ccc(Br)cc1)N1CCC(C(=O)N2CCN(c3ccccc3)CC2)CC1
→ -5%	-39%	-1%	0	14%	-6	/	-2%	-4%	8
- O=C(CCN1CCN2CCCC2C1)N1c2ccccc2Sc2ccc(Cl)cc21 (configuration not stated)
→ -7%	-43%	2%	4	-9%&0%	-16	0	-1%	-1%	16
- CCOC(=O)c1c(CN(C)C)n(-c2ccccc2)c2cc(Br)c(OC)cc12
→ 2%	-18%	0%	?	-1%	-3	2	-3%	0%	14
- CCN(CC(=O)Nc1ccccc1C(F)(F)F)C(=O)Cc1cccs1
→ /	18%	0%	2	/	-6	/	4%	/	-18
- Cc1sc(NC(=S)NC(=O)c2ccccc2)c(C#N)c1C
→ /	14%	/	/	/	24	/	-1%	/	4
- CCN(CC)S(=O)(=O)c1ccc(C(=O)Nc2ccc(OCC(=O)N3CCOCC3)cc2)cc1
→ 15%	-1%	0%	1	8%	13	0	0%	11%	-4
- NC(=O)C1(N2CCCCC2)CCN(CC(=O)Nc2ccc(Oc3ccccc3)cc2)CC1
→ -7%	-22%[7.66 µM]	/	1	-6%	/	4	-1%	2%	-12
- COCCn1c(SC2CCOC2=O)nc2ccccc2c1=O (configuration not stated)
→ 3%	-17%	-4%	0	0%	-9	1	1%	1%	3
- O=[N+]([O-])c1cccc(N/N=C/c2cccc(O)c2O)c1
→ ?	-21%	-12%	-1	-13%	16	-13	-5%	0%	0
- O=C(Cc1ccccc1)NNC(=S)NC(=O)c1cccnc1
→ /	9%	3%	0	0%	-1	0	4%	-2%	-2
- CC1=C(C)NC(=S)SC1
→ 3%	-15%	3%	1	-1%	-8	-2	4%	-1%	0
- Cc1ccc(-n2nnc(-c3cc4ccccc4n3C)n2)cc1
→ 21%	21%	?	1	-5%	-10	-20	8%	1%	-13
- COc1ccccc1CN(C)C(=O)CN1CCN(S(=O)(=O)c2ccc3c(c2)OCCCO3)CC1
→ /	24%	-11%	4	/	1	/	3%	/	0
- CCOCCCNc1ccc(N2C(=O)CCCC2=O)cc1[N+](=O)[O-]
→ ?	34%	-14%	-2	?	8	1	-2%	/	3
- COc1cc(NC(=O)COC(=O)/C=C/c2ccc(OC)c(OC)c2)cc(OC)c1
→ ?	-5%	-1%	-1	7%	5	3	-3%	-4%	-4
- O=C(O)CC1SC(=Nc2ccccc2)N(c2ccccc2)C1=O (configuration not stated)
→ 2%	7%	-5%	2	-6%	6	4	0%	0%	10
- COCCN(C(=O)CSc1nn(-c2ccc(F)cc2)c(=S)s1)c1c(N)n(CC(C)C)c(=O)[nH]c1=O
→ /	7%	-6%	7	/	2	/	5%	/	-4
- CC(C)=CC(=O)N1CCCc2ccccc21
→ 3%	-16%	8%	2	2%	6	3	2%	0%	-14
- C/C(=N/NS(=O)(=O)c1ccccc1)c1ccc(NC(=O)C2CC2)cc1
→ -3%	10%	-7%	-2	3%	-12	2	5%	-1%	3
- O=C(Oc1ccc2c(c1)OCO2)c1cc2c(s1)CCC2
→ 4%	-46%[inhibitor]	?	1	285%[activator]	2	-6	-1%	3%	-4
- CCn1c(O)c(N=NC(=O)CNC(=O)Cc2ccccc2)c2ccccc21
→ ?	-25%	13%	26	-7%	-16	1	-7%	8%	11
- Cc1[nH]n(-c2ccccc2)c(=O)c1C(=O)c1ccccc1
→ -6%	7%	2%	3	-3%	10	-6	-2%	4%	0
- O=C1CC(c2ccc(F)cc2)C2=C(CCCC2=O)N1 (configuration not stated)
→ -2%	1%	/	0	-6%	18	1	15%	0%	3
- O=S(=O)(c1ccccc1)N1CCC(O)(CSc2ccc(F)cc2)CC1
→ -1%	-3%	2%	1	-2%	19	2	2%	1%	25
- COC(=O)C(C(=O)OC)=C(/C=C/C=C/N(C)C)N(C)C
→ -1%	16%[7.66 µM]	-7%	9	-2%	/	-14	-5%	5%	-6
- CCOc1ccc(S(=O)(=O)NCCC(=O)N2CCC(Cc3ccccc3)CC2)cc1
→ 2%	-24%	11%	4	3%	5	/	-4%	-3%	-2
- Cc1ccc(-n2nc3ccc(N)cc3n2)c(C)c1
→ 12%	14%	15%	3	-2%	8	-4	/	5%	-37
- O=C(CCCn1c(=O)[nH]c2ccsc2c1=O)NCc1cccs1
→ -8%	33%	-14%	1	-9%	-4	1	0%	-2%	-3
- CC[C@@H](C)[C@H](NC(=O)C1CCN(C(=O)[C@@H](NS(=O)(=O)c2ccc(C)cc2)C(C)C)CC1)C(=O)O
→ -7%	16%	9%	-9	5%	7	0	7%	-1%	-8
- Fc1ccc(NC(=S)N2CCN(C/C=C/c3ccccc3)CC2)c(F)c1
→ -3%	-21%	-1%	-2	4%	-18	7	0%	2%	-12
- Cc1c(C(=O)OCC(=O)Nc2ccc(S(N)(=O)=O)cc2)oc2c1ccc1ccccc12
→ 33%[activator]	8%	0%	?	3%	0	-2	-2%	0%	-2
- O=C(Nc1ccccc1N1CCOCC1)c1cccnc1Cl
→ -12%	10%	-4%	-4	4%	-7	4	0%	0%	-3
- O=C(c1ccc([N+](=O)[O-])cc1)N1CCSC1c1ccc(Cl)cc1 (configuration not stated)
→ /	-1%	0%	10	7%	1	0	0%	2%	-3
- O=C(CSCC(=O)Nc1ccccc1)N/N=C/c1c(O)ccc2ccccc12
→ 11%	0%	2%	2	35%[activator]	6	-26	0%	2%	0
- O=C(Nc1ccc2c(c1)OCCO2)C1CCCN1C(=O)Nc1ccccc1 (configuration not stated)
→ 3%	-8%	4%	-6	0%	3	1	-2%	1%	-5
- CC(=O)c1cc2c(cc1N/C(=N/S(=O)(=O)c1ccc(C)cc1)c1ccc(Cl)cc1)OCO2
→ ?	10%	8%	1	3%	-4	-9	1%	1%	-11
- COc1ccc(C(C)=O)cc1COC(=O)c1ccc(N)c([N+](=O)[O-])c1
→ ?	-15%	-4%	0	0%	-9	0	-2%	4%	1
- O=C(CSc1nnc(-c2ccccc2O)n1-c1ccccc1)Nc1cccc(C(=O)O)c1
→ -5%	-20%	3%	-2	7%	-3	8	0%	9%	-12
- CC(Oc1ccccc1)C(=O)N1CCN(c2ccc(N3CCCCC3)nn2)CC1 (configuration not stated)
→ /	1%	2%	-4	/	10	/	/	/	5
- CCCCCCCCCCSc1n[nH]c(N)n1
→ /	-24%	-3%	28	1%	5	8	-9%	0%	5
- CC1=CC(C)(C)NC(=S)N1c1ccc(C)cc1C
→ -2%	-49%[inhibitor]	-2%	2	-3%	10	2	11%	0%	-101*
- COc1ccccc1OCC(=O)Nn1c(=S)[nH]c2ncccc2c1=O
→ -5%	24%	1%	4	2%	5	0	-3%	0%	3
- CC(C)Oc1cccc(C(=O)N2CCCC2)c1
→ 0%	-43%	-1%	7	6%	15	-1	2%	-1%	i
- CSc1nc(Cl)c(Cc2ccc(OC(C)C)cc2)c(N2CCOCC2)n1
→ -2%	5%	-4%	10	-7%	-1	2	-7%	0%	-10
- C=CCn1c(SCc2cccc3ccccc23)nnc1-c1cccnc1
→ 2%	3%	11%	10	-5%	5	-4	-2%	-1%	7
- Cc1ccc(CN2C(=O)N/C(=C\c3cccn3-c3cccc(C(=O)O)c3)C2=O)cc1
→ ?	37%	-1%	-3	19%	1	14	18%	-3%	-1
- COc1cccc(OC)c1-c1nn2c(-c3ccco3)nnc2s1
→ -5%	-9%	4%	5	7%	29	1	2%	6%	-6
- CCOc1ccc(N(CC(=O)NC2CCCCCC2)S(=O)(=O)c2c(C)[nH]c(=O)[nH]c2=O)cc1
→ 2%	1%	0%	-3	-8%	3	3	-7%	-2%	0
- CSC1=N/C(=C\c2ccccc2)C(=O)N1C
→ ?	-10%	2%	/	-8%	5	0	55%[activator]	0%	-3
- Cn1c(SCCOc2ccccc2Cl)nnc1-c1cccs1
→ ?	-17%	/	1	5%	-6	1	0%	-1%	9
- Cc1cccn2c(CN3CCSCC3)c(C(=O)N3CCOCC3)nc12
→ 3%	-1%	-2%	1	-1%	30	0	0%	-2%	-5
- COC(=O)c1cc(CNC(=O)c2ccccc2OCc2c(C)noc2C)ccc1OC
→ -9%	?	5%	0	-2%	-6	/	3%	5%	-14
